EPAC2 agonist: EPAC2 (human) agonism; Q8WZA2; EPAC2 activation, biochemical qHTS; response scale: 100% = 6.5 mM cAMP response; Potency, µM (top dose mostly 154 µM), inactives show at the highest dose activation, hits mostly activators; 360,000 tested, 0.079% active; AID 720711; further: potency means the concentration at half of the fitted maximal effect; nearly all actives have a fitted effect of over 50% in size
Target sequence (Q8WZA2 whole entry, looked up): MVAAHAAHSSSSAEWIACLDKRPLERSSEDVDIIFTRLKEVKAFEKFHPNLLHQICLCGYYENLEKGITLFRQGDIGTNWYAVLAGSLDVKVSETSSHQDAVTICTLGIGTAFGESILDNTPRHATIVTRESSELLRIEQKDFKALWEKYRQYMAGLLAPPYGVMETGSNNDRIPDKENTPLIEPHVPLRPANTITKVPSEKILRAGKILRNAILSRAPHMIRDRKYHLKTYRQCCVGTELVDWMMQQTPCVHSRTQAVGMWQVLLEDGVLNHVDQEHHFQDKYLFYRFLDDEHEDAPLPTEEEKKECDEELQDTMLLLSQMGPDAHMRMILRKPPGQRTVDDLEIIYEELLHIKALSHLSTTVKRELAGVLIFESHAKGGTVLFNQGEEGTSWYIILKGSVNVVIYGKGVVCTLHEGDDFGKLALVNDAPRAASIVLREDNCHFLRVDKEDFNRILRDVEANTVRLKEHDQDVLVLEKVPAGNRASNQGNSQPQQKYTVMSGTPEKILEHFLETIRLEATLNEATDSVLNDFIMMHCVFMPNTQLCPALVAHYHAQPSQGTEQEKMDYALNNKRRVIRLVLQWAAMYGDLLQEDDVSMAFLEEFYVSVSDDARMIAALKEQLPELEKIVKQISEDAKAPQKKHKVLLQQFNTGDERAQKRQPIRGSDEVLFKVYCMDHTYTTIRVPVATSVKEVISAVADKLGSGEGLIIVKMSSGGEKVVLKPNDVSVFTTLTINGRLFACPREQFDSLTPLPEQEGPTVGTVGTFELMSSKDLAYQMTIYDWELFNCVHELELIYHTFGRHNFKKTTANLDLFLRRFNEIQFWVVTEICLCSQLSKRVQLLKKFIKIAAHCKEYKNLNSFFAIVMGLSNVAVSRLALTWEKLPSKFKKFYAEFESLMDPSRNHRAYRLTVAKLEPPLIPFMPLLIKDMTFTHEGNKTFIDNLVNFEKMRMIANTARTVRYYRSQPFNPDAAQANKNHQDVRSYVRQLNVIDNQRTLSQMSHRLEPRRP
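Readout is BODIPY fluorescence (480 nm excitation, 540 nm emission), which falls as labeled GDP is exchanged off Rap1B. EPAC2 at 100 nM acted on 250 nM RAP1B-BODIPY-GDP with 50 uM GDP present.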
EPAC1 agonist: EPAC1 (human) agonism | O95398 | 360,000 tested, 0.073% active | Potency, µM (titrated, usually from 154 µM), for the others: at the top dose activation, actives largely listed as activators | EPAC1 agonist qHTS, biochemical assay; response scale: 100% = response to 6.5 mM cAMP; further: potency means the concentration at half of the fitted maximal effect; nearly all actives have a fitted effect of over 60% in size
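Read-out is the fluorescence drop as BODIPY-GDP leaves Rap1B (480 nm excitation, 540 nm emission), recorded every 5 minutes over 30 minutes. Reactions held 100 nM EPAC1, 250 nM Rap1B–BODIPY-GDP and 50 uM GDP, with 6.5 mM cAMP setting full activation.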
CCT modulator: modulators of cytosolic chaperonin (CCT/TRiC) activity | activity change, % (concentration not given with the values), hits read low | purified chaperonin ATPase assay, HTRF ADP detection, 30 min | 360,000 tested, 0.3% active; in the data active means activity change below about -30%; further: on the % scale 0 is the no-effect control and ±100 the full control effect
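First, chaperonin was dispensed at 40 nM or 20 nM final depending on batch activity. Next, compounds were pinned at 76 uM and ATP added at 10 uM. After 30 min at 37 °C, ADP detection reagents ran 30 min at ambient temperature.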
PLK1 PBD inh: inhibitors of human PLK1 polo-box domain binding; Potency, µM, for the others: max response, negative = inhibition, hits mostly inhibitors; Plk1 PBD binding of FITC phosphopeptide, fluorescence polarization; 360,000 tested, 2.8% active; AID 720504; further: potency means the concentration at half of the fitted maximal effect; series mostly up to about 57 µM; on the % scale 0 is the no-effect control and ±100 the full control effect; nearly all actives have a fitted effect of over 65% in size
PI5P4K alpha inh: PI5P4K alpha (human) kinase inhibition; max response, %; P48426; PI5P4Kalpha enzyme, ADP-Glo luminescence, 60 min; stronger effect = lower value; 330,000 tested, 1.2% active; active means max response of -50% or lower; inconclusive means between -30% and -50%; inactive means -30% or higher; further: value at the top dose of about 77 µM; on the % scale 0 is the no-effect control and ±100 the full control effect
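Quantitative HTS of the MLSMR library against PI5P4Kalpha with substrate. ATP added last at 5 microM final; room temperature, 60 minutes. Remaining ATP depleted, ADP converted and read as luminescence.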
WRN helicase inh: WRN helicase (human) inhibition; 360,000 tested, 0.46% active; Potency, µM (doses to about 114 µM), without a hit: at the highest dose activity change, negative = inhibition, hits mostly inhibitors; WRN helicase unwinding, fluorescent forked duplex, kinetic; Q14191; AID 651768; further: potency means the concentration at half of the fitted maximal effect; on the % scale 0 is the no-effect control and ±100 the full control effect; nearly all actives have a fitted effect of over 55% in size
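Fluorescence dequenching readout, ex 525 nm/em 598 nm, kinetic mode: forked duplex DNA (100 nM final) with adjacent fluorophore and quencher unwound by WRN (20 nM final) with 2 mM ATP. Compound preincubation 15 min, room temperature.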
EPAC1 antagonist: EPAC1 (human) antagonism | 360,000 tested, 0.14% active | Potency, µM (doses to about 115 µM), without a hit: at the highest dose activity change, negative = inhibition, most hits filed as inhibitors | EPAC1 GEF assay, Rap1b-BODIPY-GDP exchange fluorescence | O95398 | AID 720709;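 further: potency means the concentration at half of the fitted maximal effect; plate controls were vehicle for no effect and positive control for full effect; nearly all actives have a fitted effect of over 50% in size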
IL2 activator: activates IL-2 in a cell-based reporter assay | IL-2 activation reporter assay, cell-based qHTS; stimulated with anti-CD3/CD4/CD28 beads; in transgenic mouse T cells | activation, % (series mostly up to about 46 µM) | 360,000 tested, 0.065% active | AID 652025; in the data active means activation above about 50%; inconclusive means mostly about 30% to 49%; further: 0% is about no effect
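Unstimulated transgenic mouse T cells; 60-min compound exposure; bead-based TCR/CD4/CD28 stimulation; 18 h culture, 37 degrees C; dual fluorescence (EGFP, DsRed) plate cytometry.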
An asterisk follows results filed as active; ? = inconclusive; · = no result given; [ ] = another dose, or the depositor's remark. Unless noted, the call rests on the fitted dose curve; in most records, active means well fitted curve in the direction sought with a large enough effect; inconclusive means small, poorly fitted or top-dose-only effect, or another doubt; inactive means no such curve, though single readings can be large; an effect the other way counts as inactive or inconclusive. An excerpt. The share of hits here may be higher or lower than overall.

SMILES	EPAC2 agonist	EPAC1 agonist	CCT modulator	PLK1 PBD inh	PI5P4K alpha inh	WRN helicase inh	EPAC1 antagonist	IL2 activator
Cc1ccc(C2(C)NC(=O)N(CC(=O)N(c3ccccc3)C3CCS(=O)(=O)C3)C2=O)cc1 (centres undefined)	9%	-2%	-1.1	-7%	-5	0%	12%	0.5
COc1cc(S(=O)(=O)N(C)C)ccc1F	11%	13%	-2.3	-11%	0	2%	-3%	-1.7
CC1=C(C(=O)N2CCOCC2)CC(CC(=O)NC2CCCC2)C(=O)N1CCCN1CCCC1=O (centres undefined)	5%	-11%	1.2	-5%	-22	11%	13%	-3.1
CCn1c(N)c(C(=O)Nc2ccccc2C(=O)OC)sc1=S	2%	4%	1.3	12µM*	-13	-20%	-15%	-3.4
O=Cc1c(-c2ccc(F)cc2)nc2ccccn12	7%	8%	-0.4	-9%	-6	-35%	0%	-1.9
CCn1c(COc2ccc(=O)n(-c3ccccc3)n2)nnc1SCc1ccc(C)cc1	-4%	0%	-2.0	-1%	·	8%	-1%	-3.6
CCCCNC(=O)C1C(c2ccc(OC)cc2)=Nc2ccccc2N1C(=O)c1ccncc1 (centres undefined)	8%	11%	·	-6%	-17	0%	-9%	-0.1
Cc1cccc(S(=O)(=O)NC(=O)C2(C)CCN2C(=O)Cc2ccc(C(C)(C)C)cc2)c1 (centres undefined)	13%	-13%	1.1	-5%	-3	-8%	-9%	0.9
CN(C)c1ccnc(-n2cccc2/C=N/O)c1C#N	0%	1%	-2.2	-2%	-4	3%	7%	0.0
O=C(Nc1ccccc1)N1CCOCC1	10%	-11%	0.6	3%	0	-16%	3%	-1.2
CC(=O)Nc1ccc(-c2ccnc3c2CC(C)(C(=O)Nc2ccc(Cl)c(C(F)(F)F)c2)O3)cc1 (centres undefined)	4%	1%	1.0	4%	-7	-5%	-13%	0.1
CCN(CC)CCNC(=O)Cn1c(-c2ccccn2)nc2ccccc21	-1%	0%	0.7	-8%	·	-5%	-11%	-1.4
Cc1cc2nc3c(=O)n(Cc4ccccc4)c(=O)[nH]c3nc2cc1N	112µM*	100µM*	0.4	3.4µM*	-23	?	144%[activator]	?
O=C(NCc1ccco1)c1ccc(Cl)nc1	6%	1%	-0.6	-6%	-1	-8%[11.6 µM]	-3%	-0.3
CCOc1ccc(CCNC(=O)C2CCN(S(=O)(=O)N3CC(C)CC(C)C3)CC2)cc1OCC (centres undefined)	-9%	-12%	1.4	-4%	-12	4%	-3%	0.0
O=C(O)c1cc(-c2cc(C(=O)O)c3ccccc3n2)ccc1O	3%	-8%	-1.7	-10%	?	-24%	-17%	0.0
COc1ccc(Cn2cccc(NC(=O)Nc3ccc(C#N)cc3)c2=O)cc1	2%	-2%	-1.3	-4%	7	4%	-6%	-2.0
COC(=O)NNC(=O)C1CCC(C(=O)NNC(=O)OC)CC1 (centres undefined)	11%	3%	-0.3	?	6	-10%	-11%	2.6
CN(C)c1ccc(C=NCC2COc3ccccc3O2)cc1 (centres undefined)	-1%	9%	-0.4	-4%	0	1%	5%	1.7
CCCc1nc(SCC(=O)Nc2ccc(N3CCOCC3)cc2)c2ccccc2n1	-11%	5%	-0.1	-12%	2	-9%	-6%	2.8
Cc1cc(-c2cc(C(=O)Nc3ccccc3)on2)nc(NCC2CC2)n1	-2%	2%	0.3	-18%	1	-7%	-14%	0.7
O=C1CN(C(=O)CSc2nnc(C3CC3)n2-c2ccccc2)c2ccccc2N1	11%	5%	-0.2	-28%	-13	3%	-1%	1.0
CCn1cc(C(=O)N2CCN(c3ccccc3OC)CC2)c2cc(OC)c(OC)cc2c1=O	7%	9%	2.0	-4%	1	-6%	-1%	1.9
COC(OC)C1(C)C(C#N)=C(N)Oc2c1c(=O)oc1ccccc21 (centres undefined)	5%	-1%	-4.1	-9%	3	-4%	1%	-2.5
O=C(C1=C[C@H](C2CCCCC2)C[C@H](OCc2ccc(CO)cc2)O1)N1CCN(Cc2ccc3c(c2)OCO3)CC1	15%	-2%	-0.8	-7%	0	-5%	-15%	-0.3
Cc1ccc(-n2cc(C(=O)c3ccccc3O)cn2)cc1	3%	-5%	-8.0	0%	5	-24%	-9%	-0.2
O=C1CC(=C(c2ccccc2)c2ccccc2)C(=O)N1CCCCN1CCN(c2ccccc2)CC1	11%	-6%	-2.7	-9%	-6	-4%	-11%	0.0
CCCCN(C(=O)C1CC(=O)N(c2ccc3c(c2)OCCO3)C1)c1c(N)n(CCC)c(=O)[nH]c1=O (centres undefined)	-2%	-4%	-2.2	4%	-10	3%	7%	-4.3
NC(c1csc(NC(=O)Nc2ccc(OC(F)(F)F)cc2)n1)C1CCCCC1 (centres undefined)	-7%	-30%	-1.9	-3%	-5	1%	-11%	-1.0
CN1CCN(c2ccc(C(F)(F)F)cc2NC(=O)c2ccco2)CC1	9%	-10%	0.5	-8%	1	7%	-30%	-1.6
CC1(C(=O)O)CCC(C(=O)Nc2ccc(Cl)c(Cl)c2)C1(C)C (centres undefined)	2%	10%	0.5	-3%	1	-2%	-4%	-0.5
COc1ccc2nc(NC(=O)CSc3nnc(N)s3)sc2c1	2%	4%	-0.7	-15%	0	2%	0%	0.2
Cc1cc(C)n(C(=O)CCCCCC(=O)n2nc(C)cc2C)n1	0%	-9%	-1.4	-1%	-4	6%	10%	-2.5
CCOC(=O)c1cc2c(c(CCO)n1)[C@@H](CCO)N(S(=O)C(C)(C)C)C2 (some centres undefined)	11%	-5%	1.2	2%	-1	5%	9%	-0.1
CCOCCCNC(=O)CNC(=S)N(Cc1ccccc1F)C1CCCCC1	4%	-12%	-2.3	1%	·	-7%	0%	-3.1
O=C(CN1CCCC1)Nc1ccc(Oc2ccc(NC(=O)CN3CCCC3)cc2)cc1	2%	-3%	0.6	-4%	7	3%	19%	-1.8
Cc1cccc(N(C(=O)c2snc(C(N)=O)c2N)C(C(=O)NC2CCCC2)c2ccc(C)o2)c1 (centres undefined)	-3%	-18%	-1.3	-9%	-8	-7%	-4%	0.6
O=S(=O)(Cc1nnnn1-c1ccc(Br)cc1)c1ccccc1	19%	3%	0.9	-6%	-1	12%	-3%	1.0
Cc1cc(C(=O)Nc2sc3c(c2C#N)CCC(C)C3)no1 (centres undefined)	2%	1%	0.8	-21%	·	-3%	7%	0.3
O=C(CCc1ccc(S(=O)(=O)N2CCOCC2)cc1)Nc1ccc(F)cc1[N+](=O)[O-]	-5%	3%	-6.7	-3%	6	-23%	8%	-2.5
CSC1=N/C(=C\c2ccccc2C)C(=O)S1	7%	-3%	0.4	-2%	0	6%	8%	-0.5
Cc1ccc(SCC(=O)OCC(=O)N(C)C2CCS(=O)(=O)C2)cc1C (centres undefined)	5%	11%	2.3	-11%	1	-10%	-8%	-0.6
COc1ccc(C)cc1NC(=O)CSc1nc2scc(C)c2c(=O)[nH]1	6%	1%	-0.1	-13%	-26	7%	4%	-2.8
OC1CSc2nc3ccccc3n2C1 (centres undefined)	7%	-3%	-1.0	-4%	7	3%	-3%	0.4
COc1ccc(/C=N/NC(=O)CO/N=C(\C)c2cccs2)cc1	8%	-1%	1.0	-5%	21	0%	-28%	0.1
CCc1ccccc1NC(=O)N1CCCC(CCC(=O)N(C)CCc2ccccn2)C1 (centres undefined)	0%	-11%	0.5	5%	-2	-1%	-2%	-2.7
COc1ccc2nc(SCc3ccccc3)nc(C)c2c1	19%	11%	-5.1	-9%	47	-13%	-27%	-4.2
CCC(=O)N1c2ccc(S(=O)(=O)CCC(=O)N3CCN(c4ccccc4)CC3)cc2CC1C (centres undefined)	7%	7%	-0.6	-10%	0	7%	1%	-3.8
O=C1CCCC2=C1C(c1ccc(Cl)cc1)N1C(=O)CCSC1=N2 (centres undefined)	-9%	2%	-1.3	-10%	-10	8%	-20%	-1.9
Cc1ccc(S(=O)(=O)N2CCCCC2)cc1NC(=O)c1ccccn1	15%	0%	-7.8	-7%	9	-1%	-2%	-0.6
CCN(CC)CCNCC(=O)N1c2ccccc2CCc2ccc(NC(=O)OC)cc21	8%	4%	-2.4	-17%	5	5%	-19%	-1.7
CCOC(=O)CNC(=O)Cc1ccc(OC)cc1	3%	10%	0.4	-7%	8	0%	21%	-1.9
COc1ccc(C(=O)C2CCCN(S(=O)(=O)N(C)C)C2)c(C)c1 (centres undefined)	1%	-3%	0.9	-15%	-9	16%	-14%	-3.0
O=C(NCCc1ccc(Cl)cc1)c1cc2ccccn2n1	4%	9%	-2.7	-3%	0	4%	4%	-3.0
CC(=O)N1CCN(c2ccccc2NC(=O)COc2cc(C)cc(C)c2)CC1	6%	3%	0.2	?	2	3%	-4%	7.4
Cn1c(CNc2ccc(Br)cc2)nc2ccccc21	9%	9%	0.7	-8%	2	5%	-1%	-0.3
O=C(c1ccco1)N1CCN(C2CN(Cc3ccc(F)cc3)S(=O)(=O)C2)CC1 (centres undefined)	13%	4%	-1.7	-15%	-4	5%	-28%	0.7
O=C(COC(=O)/C=C/c1ccc(F)cc1)Nc1ccccc1-c1ccccc1	-5%	14%	-0.9	-12%	2	-33%[57.1 µM]	14%	-2.2
CCC(C)NC(=O)c1ccc2c(Cl)c3c(nc2c1)CCC3 (centres undefined)	-13%	3%	-1.3	-1%	-2	-8%	11%	0.3
CCCCOC(=O)Nc1nccs1	13%	12%	-2.2	-12%	·	-2%	5%	-0.9
O=c1c2ccccc2sc2ccc(NCCCN3CCOCC3)cc12	-2%	-12%	1.0	3%	0	-17%	2%	-0.5

Only EPAC2 agonist (four entries from above):
Molecule	EPAC2 agonist
CN1CCN(c2ccc(C(F)(F)F)cc2NC(=O)c2ccco2)CC1	9%
CC1(C(=O)O)CCC(C(=O)Nc2ccc(Cl)c(Cl)c2)C1(C)C (centres undefined)	2%
COc1ccc2nc(NC(=O)CSc3nnc(N)s3)sc2c1	2%
Cc1cc(C)n(C(=O)CCCCCC(=O)n2nc(C)cc2C)n1	0%

Screens: PubChem, National Center for Advancing Translational Sciences (NCATS)
